RBBP9 inhibitor – human RBBP9 hydrolase inhibition; AID 1515; recombinant RBBP9, FP-Rh probe fluorescence polarization; inhibition, % at 7.94 µM; 220,000 tested, 0.2% active;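 active means inhibition above the campaign mean of all tested compounds plus 3 SD, cut at about 14% in these data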;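 further: plate controls were DMSO wells with RBBP9 for no effect and wells lacking RBBP9 protein for full effect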
Target sequence (O75884 whole entry, looked up): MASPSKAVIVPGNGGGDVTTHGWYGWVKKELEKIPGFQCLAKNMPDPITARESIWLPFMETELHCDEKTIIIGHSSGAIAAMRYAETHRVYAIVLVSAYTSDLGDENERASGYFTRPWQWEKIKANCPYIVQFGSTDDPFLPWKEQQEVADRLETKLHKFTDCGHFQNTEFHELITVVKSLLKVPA
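System: RBBP9 protein / Quantity: 2.5 µM RBBP9 dispensing solution, before mixing / Also added: Serine-hydrolase probe FP-Rh, 375 nM pre-mixing / Dosing: 7.94 µM single dose, 0.794% DMSO / Timing: enzyme-compound preincubation 30 min, then probe labeling 45 min, 25 °C / Signal: FP readout at 525/598 nm / Controls: DMSO-treated enzyme wells and wells lacking RBBP9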
TNF necrop inh – blocks TNF-alpha induced death of Jurkat FADD-/- cells; Jurkat FADD-/- TNF necroptosis rescue, ATP luminescence, 24 h; 0 = TNF only, 100 = no-TNF cells; activation (protection from cell death), % at 10 µM; 220,000 tested, 0.068% active; AID 463075;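 active means activation, meaning protection from cell death, of at least 50% relative to plate controls; inactive means activation below 50%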;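 further: necroptosis triggered by 40 ng/mL TNF-alpha added together with compound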
EP2 modulator – modulates human prostaglandin E2 receptor EP2 signaling; EP2-expressing cells, cAMP HTRF FRET, PGE2 co-stimulation; induction, % at 25 µM; 260,000 tested, 0.83% active;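 active means compounds whose cAMP rise, as percent of the full-agonist control response, exceeds 60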;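 further: rat C6 glioma line stably carrying human EP2 under a CMV promoter; the protocol text gives 20 µM as final concentration; 100% = response of wells given 1 µM PGE2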
Runt-CBFb FRET – Runt domain-CBFb interaction inhibition; Q01196+Q13951; Cerulean-Runt/Venus-CBFb FRET ratio 530/480, 1 h; inhibition, % at 20 µM; 220,000 tested, 0.46% active; AID 1496;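 active means inhibition over about 50% at 20 µM in the single-dose screen, limit read from the data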;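 further: 0% = DMSO wells and 100% = excess unlabeled CBFb competitor control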
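test system = Cerulean-Runt domain fusion protein, energy donor | probe or stimulus = Venus-CBFb binding partner, 100 nM | incubation = two 1 h room-temperature incubations shielded from light | detection = fluorescence energy transfer, 422 nm excitation, 530/480 nm emission | measure = loss of energy transfer signal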
PERK inh – inhibitors of human PERK kinase; CHO PERK-DD fusion, SEAP luminescence translation reporter; inhibition, % at 5.6 µM; 220,000 tested, 0.17% active; AID 1416;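 active means inhibition above the mean inhibition of all tested compounds plus 3 SD, set separately per screening campaign, cut at about 2.9% in these data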;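 further: PERK kinase domain activated by AP20187 dimerizer at 100 nM; 0% = DMSO with dimerizer and 100% = rapamycin at 8.4 µM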
L929 necroptosis – blocks zVAD induced death of L929 cells. viability rescue, % at 10 µM. AID 1377. 220,000 tested, 0.38% active. L929 zVAD necroptosis rescue, ATP luminescence, 24 h; with zVAD 60 µM;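 active means activation, scaled between plate controls, above about 75%, limit read from the data; inactive means activation under that limit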;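 further: 0% = zVAD with DMSO and 100% = DMSO alone without zVAD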
Hck-Nef inh – human Hck-Nef kinase inhibition. Recombinant Hck-YEEI plus Nef, Z-Lyte FRET kinase assay. 220,000 tested, 0.68% active. inhibition, % at 20 µM;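 active means Hck-Nef kinase inhibition above about 50%, limit read from the data; inactive means inhibition below that limit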;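 further: 0% = DMSO with Hck plus Nef and 100% = Hck alone without Nef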
Target sequence (P08631 whole entry, looked up): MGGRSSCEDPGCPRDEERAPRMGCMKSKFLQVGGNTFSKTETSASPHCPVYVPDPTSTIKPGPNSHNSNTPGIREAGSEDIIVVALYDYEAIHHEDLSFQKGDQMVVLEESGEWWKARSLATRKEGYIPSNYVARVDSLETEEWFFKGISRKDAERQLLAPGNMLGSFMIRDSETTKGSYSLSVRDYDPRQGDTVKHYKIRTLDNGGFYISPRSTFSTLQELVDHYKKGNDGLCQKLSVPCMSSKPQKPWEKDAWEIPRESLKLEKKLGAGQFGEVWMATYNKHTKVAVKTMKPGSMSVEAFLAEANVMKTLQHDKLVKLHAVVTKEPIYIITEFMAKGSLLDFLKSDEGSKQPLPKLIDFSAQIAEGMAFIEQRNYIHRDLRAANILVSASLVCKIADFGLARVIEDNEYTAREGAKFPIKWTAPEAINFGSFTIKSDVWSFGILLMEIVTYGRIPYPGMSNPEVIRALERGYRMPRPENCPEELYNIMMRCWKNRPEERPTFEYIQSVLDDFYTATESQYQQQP
Runt-SMMHC FRET – inhibitors of human RUNX1 Runt domain binding to CBFb-SMMHC; 220,000 tested, 0.74% active; AID 1434; Cerulean-Runt/Venus-CBFb-SMMHC FRET ratio 530/480, 1 h; inhibition, % at 20 µM;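 active means mean inhibition across duplicate retests at 20 µM reaching about 50%, limit read from the data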;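 further: 0% = DMSO wells and 100% = wells with excess untagged CBFb-SMMHC; inhibitors lower the FRET ratio by blocking Runt binding to CBFb-SMMHC; some results filed as inactive read as strong as hits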
PGE2 EP2 inh – inhibitors of human EP2 prostaglandin E2 receptor | P43116 | C6 glioma cells expressing human EP2, cAMP TR-FRET; cells stimulated with saturating PGE2 | inhibition, % at 25 µM | 260,000 tested, 0.52% active | AID 1422;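 active means percent inhibition above 40 after rounding to a whole number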;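 further: rat C6 glioma host cells with rolipram phosphodiesterase inhibitor present; the protocol text gives 20 µM as final concentration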
Active calls of the source: *; / = no result given; & = joins results of further samples. An excerpt, so the mix of outcomes need not match the whole.

Order of values – RBBP9 inhibitor, TNF necrop inh, EP2 modulator, Runt-CBFb FRET, PERK inh, L929 necroptosis, Hck-Nef inh, Runt-SMMHC FRET, PGE2 EP2 inh
O=C(NCC1CCCO1)c1cc(C(=O)C2CCCCC2)c[nH]1 (stereo not given)
→ 6.3, 1.6, -27.4, -0.3, 0.4, 2.0, -13.3, -1.2, 6.6
CCCOc1ccc(C(=O)NNC(=S)NC(=O)c2cc(-c3ccccc3)nc3ccccc23)cc1
→ -8.2, -0.4, -12.9, -0.7, 0.8, -0.2, 0.5, 2.3, 4.9
CC(=O)N/C(=C/c1ccc2c(c1)OCO2)C(=O)NCC(=O)O
→ -5.8, 0.5, 24.4, -0.2, 1.3, 1.1, 2.4, -0.1, 10.7
Cc1ccc2oc(=O)c3cnn(CC(=O)NCCN4CCOCC4)c3c2c1
→ -5.8, 3.0, -6.7, 0.8, 0.8, 1.0, -0.2, -3.7, 12.4
COc1ccc(S(=O)(=O)N2CCCC(C(=O)NCc3ccncc3)C2)cc1Cl (stereo not given)
→ -2.8, -0.8, 18.7, 0.6, -0.4, -0.1, 7.7, -5.4, 5.8
CNC(=O)c1c(NC(=O)c2nc3ccccc3s2)sc2c1CCC2
→ -5.7, 0.9, -6.6, 15.9, 0.2, 2.7, 6.2, 58.7, 10.6
CCCCCCCC(=O)N/N=C(/C)c1c(O)cc(C)oc1=O
→ 9.8, -1.7, 16.8, -3.6, 0.5, -0.1, 0.0, -4.3, 5.0
O=C1CCCC2=C1C(Cc1ccccc1)C1=C(CCCC1=O)O2
→ -0.7, 1.8, 12.8, -2.4, -0.6, 0.9, 0.5, -0.5, 3.7
O=c1oc2ccccc2cc1-c1ccc(O)cc1
→ -8.4, -1.3, -13.9, -2.5, 1.7, 0.2, 5.2, -6.0, 7.4
O=C(Nc1cccc2cccc(NC(=O)c3ccco3)c12)c1ccco1
→ -5.6, -1.2, -3.4, 18.1, -1.4, 0.3, 12.1, -10.6, 6.6
Cc1ccc(C)c(NC(=S)N=Nc2c(O)n(C)c3ccc(S(=O)(=O)N4CCOCC4)cc23)c1
→ 2.6, 2.8, -1.8, -1.1, -0.2, -0.3, 4.6, -5.5, 6.5
Cn1nnnc1SCC(=O)N1c2ccccc2CCc2ccccc21
→ -1.2, -1.1, -6.0, 0.2, -0.9, -0.1, 7.9, -0.2, 5.2
Cc1c2c(nc3ccccc13)OCC2
→ -9.4, -0.7, 4.6, -0.6, 1.2, -0.2, -4.6, -7.9, 6.3
O=C(NCCc1ccccc1)C(=Cc1ccc(C(=O)O)cc1)C(=O)NCCc1ccccc1
→ -1.4, 1.6, 19.4, -0.5, 0.3, 9.9, 31.1, -0.6, 7.6
CN(C)/C=C(\C#N)C(=O)Nc1ccccc1
→ -8.6, 0.5, 0.0, 0.0, 1.4, 3.2, 21.4, -0.4, 5.5
COc1cc(C=O)c(Cl)cc1OCC(N)=O
→ 3.3, -0.3, 25.8, -0.3, 0.8, -1.1, 1.0, -1.6, 0.5
CCOc1ccc(C(=O)NCC(=O)N2CCC(C)CC2)cc1OCC
→ 0.0, 1.0, -5.8, -0.6, 1.1, -0.1, 23.8, -4.4, 4.1
CS(=O)(=O)n1nc(OC(=O)c2cccs2)cc1N
→ 1.4, 0.2, 0.5, 1.6, 1.0, 0.3, -171.6, -6.8, 9.1
O=C(NNC(=O)c1ccc(Cl)cc1Cl)c1ccncc1
→ -5.4, 0.4, 9.3, -1.4, 1.1, -0.2, 1.7, -0.1, 5.3
CC(C)n1cnc2cc(NCc3nc4ccccc4n3C)ccc21
→ -4.2, -0.1, -24.9, 3.6, -1.3, /, -5.3, 47.2, 5.7
O=C(c1ccc2c(c1)[nH]c(=S)n1c3ccccc3nc21)N1CCN(c2ncccn2)CC1
→ -2.2, 0.9, -5.1, -0.5, 0.9, 1.1, 2.9, 0.7, 14.0
Cc1nc2ccccc2nc(C)c1=NO
→ -1.6, 4.4, 24.2, 1.4, 0.5, 0.5, 0.6, -4.5, 10.1
CCn1cc(C(=O)OCC(=O)Nc2c(C)n(C)n(-c3ccccc3)c2=O)c(=O)c2ccc(C)nc21
→ -3.6, -6.1, 16.0, -1.5, -0.3, 0.0, 2.1, 3.4, 5.6
CS(=O)(=O)C1=NSC2=NC(=O)/C(=C\c3cccn3-c3ccccc3Cl)C(=N)N21
→ -13.8, -1.4, -12.6, -1.7, 0.0, 2.2, 23.9, -4.7, 3.5
CCOC(=O)C1CCCN(C(=O)/C=C/c2ccc(OC)cc2)C1 (stereo not given)
→ -5.1, 0.3, -4.2, 1.8, -0.1, 0.9, 5.2, 0.0, 7.7
COc1ccc(OC)c(NC(=O)C2CCCN(S(=O)(=O)c3cccc4cccnc34)C2)c1 (stereo not given)
→ -7.8, -4.2, -22.2, 3.7, -0.7, 1.0, 5.8, 0.2, 9.6
O=C(/C=C/c1ccc2c(c1)OCO2)NCc1ccc(F)cc1
→ -3.0, 1.6, -11.5, -0.9, 0.7, 0.9, 1.2, -3.1, 7.3
COC(=O)c1sccc1NC(=O)C12CC3CC(CC(C3)C1)C2
→ 8.1, -0.3, /, /, 1.2, 0.3, 10.0, /, 8.9
O=S(=O)(Nc1c(S(=O)(=O)c2ccccc2)c2nc3ccccc3nc2n1C1CCCCC1)c1ccccc1
→ -10.4, -1.3, 34.5, 4.4, 0.8, 2.3, 53.3*, 11.2, 13.3
C=CCNc1nc2c(c(=O)[nH]c(=O)n2C)n1Cc1cccc(C)c1
→ 1.1, -0.9, 23.1, -3.8, -0.6, -0.1, 1.6, -3.8, 7.3
CS(=O)(=O)N(CC(=O)NCc1ccccc1Cl)Cc1ccccc1
→ -12.5, 0.8, 24.3, -3.5, -0.8, 0.4, 3.1, -4.7, 14.2
Cc1ccc(C(=O)OCC(=O)N(C)C2CCS(=O)(=O)C2)cc1[N+](=O)[O-] (stereo not given)
→ -11.6, 0.7, 29.8, 1.1, 1.2, 0.5, 22.8, -2.9, 5.6
Cc1cccc(NC(=O)C2CCCN2C(=O)Oc2ccccc2)c1C (stereo not given)
→ 2.7, -1.0, 3.9, -0.1, 0.3, -0.5, 7.3, 5.5, 11.3
CCc1ccc(C(=O)NN(C(=O)c2ccc(CC)cc2)C(C)(C)C)cc1
→ -9.6, 0.5, 38.4, -2.4, -0.9, 0.3, -0.7, 2.1, 8.1
Cc1ccc(N2CC(C(=O)NCc3cccs3)CC2=O)cc1C (stereo not given)
→ -3.3, -1.4, 12.5, -1.1, 0.0, 0.0, -5.9, 3.7, 1.8
Cc1cc(C)n(C(=O)C23CC4CC(CC(C4)C2)C3)n1
→ -5.5, -0.7, 37.6, 1.1, 0.7, -0.3, 0.8, -1.5, 11.7
Cc1cc(=O)n2ncnc2n1COCCO
→ -3.1, -2.8, 31.9, -0.3, 1.4, -0.1, 4.0, -0.2, 9.4
CC(=O)c1c(C(C)=O)c(C)n(NC(=O)c2cccnc2)c1C
→ -2.4, 0.0, 0.1, 1.2, 2.8, -0.1, 2.0, 2.6, 6.0
NC(=S)N/N=C/c1ccc([N+](=O)[O-])cc1
→ -3.4, -1.8, -27.8, 1.8, 0.1, 0.1, 14.5, 12.4, 12.1
CCc1ccc(CNCc2ccc(OCC(O)CN(C)Cc3ccccc3)cc2)nc1 (stereo not given)
→ -1.0, -3.4, -25.5, -1.4, -0.2, -1.3, 1.1, 4.3, 4.6
Cc1ccc(N2C(=O)CSCC2=O)cc1
→ -3.9, 0.2, 20.3, 1.3, -0.6, 0.5, 3.4, -5.0, 11.1
CN1CCN(Cc2oc(CO)cc(=O)c2O)CC1
→ -3.8, -0.4, 18.3, 1.0, 0.2, -0.1, 2.9, 1.0, 9.8
O=C(NCCN1CCN(c2ccccc2F)CC1)C1c2ccccc2C(=O)N2CCc3ccccc3C12 (stereo not given)
→ -5.0, -3.6, -17.7, -1.0, -0.5, -0.6, 3.8, 1.7, 3.9
CCCC(c1nnnn1Cc1ccc(F)cc1)N1CCN(C2CCCCC2)CC1 (stereo not given)
→ -1.4, -4.5, 11.6, 0.4, -0.9, -0.5, 0.0, -2.1, 7.6
CCn1nc(C)cc1C(=O)Sc1ccc(Cl)cc1Cl
→ 3.6, -13.0, 28.9, 30.4, 1.6, -0.4, -2.2, 0.1, 8.4
CCOC(=O)N1CCC(NC2CCCCCCC2)CC1
→ -10.7, 0.6, 10.8, 1.3, -0.6, 1.3, 1.0, -1.8, 6.4
O=C(Nc1nc(-c2ccc(-c3ccccc3)cc2)cs1)c1cnccn1
→ 12.0, 1.0, -8.0, -8.7, 0.4, 0.7, 6.5, -5.2, 9.9
O=C(CNC(=O)C(c1ccccc1)c1ccccc1)N/N=C\c1ccc2c(c1)OCO2
→ -3.4, 2.5, 8.2, 0.2, 0.4, 0.0, 3.3, -1.8, 4.2
CC12CCC(C(=O)N(CC(=O)O)C1=O)C2(C)C (stereo not given)
→ -6.9, -0.1, 20.8&12.1, -2.1, 0.7, 0.7, 19.6, 3.0, 13.0&8.2
Cc1ccc(S(=O)(=O)NNc2ccccc2)cc1
→ -11.5, -2.9, 11.5, 39.6, -0.2, -0.4, -3.2, 68.0*, 5.3
CC1(C)CC(NS(=O)(=O)c2ccc(S(=O)(=O)N3CCOCC3)cc2)CCO1 (stereo not given)
→ -9.6, -1.9, 7.2&-30.9, 0.2, 2.5, -0.4, -0.4, 2.6, 8.2&7.4
O=c1[nH]c(CN2CCN(C/C=C/c3ccccc3)CC2)nc2cc(Cl)ccc12
→ -7.5, 0.6, -20.6, -1.1, -0.5, 1.8, 0.5, -0.4, 7.2
Brc1ccc(OCCOc2cccc3cccnc23)cc1
→ -6.7, 1.7, -4.7, -1.7, 0.0, 0.2, 5.0, -0.7, 9.8
